Source: PubChem BioAssay
Pol kappa inh = qHTS for Inhibitors of Polymerase Kappa. DNA polymerase kappa (Homo sapiens), Q9UBT6. purified Pol kappa, fluorescent DNA synthesis assay, 10 min. Potency, µM (doses to about 107 µM), inactives show at the top dose activity, negative = inhibition, most hits filed as inhibitors. 400,000 tested, 0.53% active; also: potency is read from the fitted curve at half-maximal effect; % is scaled to controls: 0 for no effect and ±100 for the full control effect
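Enzyme at 10 nM met test compounds for 15 min at room temperature. Substrate addition (50 nM final) began the reaction, which was monitored by fluorescence at 0 and 10 min.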
POLI inh = qHTS for Inhibitors of Polymerase Iota | DNA polymerase iota (Homo sapiens), Q9UNA4 | Pol iota fluorescent replication assay, 10 min | Potency, µM (highest dose often 115 µM), inactives show at the highest dose activity, negative = inhibition, most hits filed as inhibitors | 390,000 tested, 1% active | AID 588590, 2011; also: potency is read from the fitted curve at half-maximal effect
Target sequence (Q9UNA4 whole entry, looked up): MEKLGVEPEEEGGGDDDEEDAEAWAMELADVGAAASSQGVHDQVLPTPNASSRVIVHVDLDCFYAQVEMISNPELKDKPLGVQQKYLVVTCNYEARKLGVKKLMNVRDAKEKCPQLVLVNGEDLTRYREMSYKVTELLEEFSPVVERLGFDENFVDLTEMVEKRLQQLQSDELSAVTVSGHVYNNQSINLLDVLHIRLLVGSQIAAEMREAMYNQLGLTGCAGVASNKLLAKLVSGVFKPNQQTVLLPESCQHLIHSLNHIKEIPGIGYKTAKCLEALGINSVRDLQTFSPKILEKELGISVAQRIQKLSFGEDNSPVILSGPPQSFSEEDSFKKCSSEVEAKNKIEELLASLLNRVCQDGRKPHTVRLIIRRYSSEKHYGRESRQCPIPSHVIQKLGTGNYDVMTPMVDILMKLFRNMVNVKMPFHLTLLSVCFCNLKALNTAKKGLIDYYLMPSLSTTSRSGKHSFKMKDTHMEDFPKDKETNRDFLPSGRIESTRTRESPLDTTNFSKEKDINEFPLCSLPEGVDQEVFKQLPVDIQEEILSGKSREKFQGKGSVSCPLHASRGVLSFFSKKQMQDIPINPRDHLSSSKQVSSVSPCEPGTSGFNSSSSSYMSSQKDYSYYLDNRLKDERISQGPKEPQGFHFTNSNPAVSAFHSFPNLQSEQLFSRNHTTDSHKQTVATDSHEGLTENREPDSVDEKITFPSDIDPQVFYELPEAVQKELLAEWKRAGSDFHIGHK
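Pol iota at 10 nM preincubated 15 min with compounds at room temperature; reaction started with fluorescent substrate, 50 nM final. Fluorescence read kinetically at 0 and 10 min; buffer-only wells as negative control.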
Pol beta inh = qHTS Assay for Inhibitors of DNA Polymerase Beta. Potency, µM (top dose mostly 114 µM), without a hit: at the highest dose activity change, negative = inhibition, actives largely listed as inhibitors. 340,000 tested, 1.3% active. P06746. AID 485314, 2010. Pol beta primer extension/strand displacement, fluorescence kinetic; also: potency is read from the fitted curve at half-maximal effect; % is scaled to controls: 0 for no effect and ±100 for the full control effect
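Kinetic readout of DNA synthesis with strand displacement by Pol beta. Compound and 10 nM enzyme sit 15 min at room temperature; 50 nM substrate starts the reaction, read immediately and at 10 min.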
Anesthetic bind = qHTS Assay for Identification of Novel General Anesthetics | 350,000 tested, 0.074% active | Ferritin light chain (Equus caballus), P02791 | apoferritin/1-aminoanthracene competitive binding, fluorescence | Potency, µM (titrated, usually from 77.5 µM), for the others: at the highest dose activity change, negative = displacement, usual class: inhibitors; also: potency is read from the fitted curve at half-maximal effect; % is scaled to controls: 0 for no effect and ±100 for the full control effect; nearly all actives have a fitted effect of over 20% in size
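Probe: 1-aminoanthracene (50% saturated, PBS). Protein: horse-spleen apoferritin, 10 uM. Incubation: 10 min, room temperature. Detection: 380 nm excitation, 535 nm emission. Analysis: normalized response, four-parameter Hill.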
ERG Ets-DNA blk = qHTS for Small Molecule Inhibitors of the ERG Ets/DNA interaction; Potency, µM (top dose mostly 76.9 µM), inactives show top-dose FP activity, negative = inhibition, hits mostly inhibitors; Transcriptional regulator ERG (Homo sapiens), P11308; fluorescence polarization, His-ERG Ets domain / labelled DNA; 370,000 tested, 0.028% active; active = well fitted inhibition curve with a large enough effect in the polarisation, with a control signal flat; inconclusive = small, poorly fitted or top-dose-only effect, or effect the other way, or a change in a side signal; inactive = no such curve, though single readings can be large or run the other way; the % refers to the polarisation;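 also: polarization taken with two DNA probes labelled with fluorescein and Texas red; potency is read from the fitted curve at half-maximal effect; % of control where 0% means no effect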
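His-tagged ERG Ets domain (1 uM in the protein solution; 300mM KCl, 50mM Tris-HCl, 1mM EDTA, 1mM DTT, pH 7.5) received compound, then a probe mix of 5 nM fluorescein-DNA and 100nM Texas-615-DNA. Fluorescence polarization was read for both dyes.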
TRHR agonist = qHTS for Small Molecule Agonists and Allosteric Enhancers of Human TRH Receptor: Primary Screen for Agonists. Thyrotropin-releasing hormone receptor (Homo sapiens), P34981. TRHR cells, calcium flux fluo-8, FDSS agonist mode. activation, % at 2 µM. 360,000 tested, 0.18% active. AID 493084, 2011; in the data active = activation above about 30%; also: 0% is about no effect
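Read-out: compound-evoked intracellular calcium rise in TRHR cells, fluo-8 dye, kinetic FDSS fluorescence at 1 s/cycle following a 10-cycle baseline. Cells cultured overnight before dye loading (30 min–1.5 h, RT).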
12-LOX inh = Primary qHTS assay for inhibitors of human arachidonate 12S-lipoxygenase (ALOX12): Round 2; Potency, µM (doses to about 108 µM), for the others: at the top dose activity change, negative = inhibition, most hits filed as inhibitors; AID 1671190, 2021; Polyunsaturated fatty acid lipoxygenase ALOX12 (Homo sapiens), P18054; 580,000 tested, 1.1% active; purified 12hLO, xylenol orange hydroperoxide absorbance; also: potency is read from the fitted curve at half-maximal effect; % is scaled to controls: 0 for no effect and ±100 for the full control effect
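Hydroperoxide product was detected by ferrous iron/xylenol orange as the 573 to 405 nm absorbance ratio. Arachidonic acid at 40 uM (final) was turned over for 30 min at room temperature by 150 nM human 12hLO, pH 7.0 Hepes buffer, after 15 min compound preincubation.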
APEX1 inh = qHTS Assay for Inhibitors of the Human Apurinic/apyrimidinic Endonuclease 1 (APE1). DNA repair nuclease/redox regulator APEX1 (Homo sapiens), P27695. recombinant APE1, TAMRA/BHQ-2 abasic DNA cleavage fluorescence. 350,000 tested, 0.35% active. Potency, µM (highest dose often 65.8 µM), for inactives: top-dose activity change, negative = inhibition, hits mostly inhibitors;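 also: potency is read from the fitted curve at half-maximal effect; plate controls were vehicle for no effect and reference inhibitor for full effect; nearly all actives have a fitted effect of over 55% in size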
Target sequence (P27695 whole entry, looked up): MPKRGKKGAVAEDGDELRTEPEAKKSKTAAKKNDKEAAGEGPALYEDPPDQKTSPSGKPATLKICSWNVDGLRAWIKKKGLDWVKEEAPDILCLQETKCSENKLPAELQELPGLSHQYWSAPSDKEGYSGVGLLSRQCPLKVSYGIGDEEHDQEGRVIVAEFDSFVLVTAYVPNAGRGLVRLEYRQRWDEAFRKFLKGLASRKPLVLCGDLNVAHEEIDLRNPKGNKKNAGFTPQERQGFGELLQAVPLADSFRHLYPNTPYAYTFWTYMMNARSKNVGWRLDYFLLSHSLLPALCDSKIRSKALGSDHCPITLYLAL
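Measures dequenching upon AP-site incision of a 5'-TAMRA/3'-BHQ-2 THF-containing duplex, 50 nM; human APE1 0.75 nM after 15 min room-temperature exposure to compound; kinetic three-point read at one-minute spacing.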
BLM inh = qHTS Assay for Inhibitors of Bloom's syndrome helicase (BLM); RecQ-like DNA helicase BLM (Homo sapiens), P54132; recombinant BLM DNA unwinding, fluorescence dequenching; Potency, µM (doses to about 56.1 µM), without a hit: top-dose activity change, negative = inhibition, actives largely listed as inhibitors; 350,000 tested, 0.2% active; AID 2528, 2010;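 also: potency is read from the fitted curve at half-maximal effect; plate controls were vehicle for no effect and no enzyme for full effect; nearly all actives have a fitted effect of over 35% in size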
* marks the source's active call; other numbers are inactive results; ? = inconclusive; nt = not tested or not shown; & = joins results of further samples; [ ] = another dose, or the depositor's remark. Unless noted, calls follow the shape of the dose curve; as a rule, active = well fitted curve in the direction sought with a large enough effect; inconclusive = small, poorly fitted or top-dose-only effect, or another doubt; inactive = no such curve, though single readings can be large; an effect the other way counts as inactive or inconclusive.

Start of the listing, in advance, two compounds:
Below each SMILES: Pol kappa inh	POLI inh	Pol beta inh	Anesthetic bind	ERG Ets-DNA blk	TRHR agonist	12-LOX inh	APEX1 inh	BLM inh
> COC(=O)[C@]1(Cc2ccccc2)N[C@H](CN(C)C(=O)Nc2ccc(OC)cc2)[C@@H]2C(=O)N(Cc3ccccc3)C(=O)[C@@H]21
 : -6%	-14%	nt	nt	1%	nt	?	43%	nt
> O=[N+]([O-])c1ccc(-c2cn3ccccc3n2)cc1
 : -4%	-11%	nt	nt	-12%	nt	372%[activator]	nt	nt

The list itself, from the start:
Below each SMILES: Pol kappa inh	POLI inh	Pol beta inh	Anesthetic bind	ERG Ets-DNA blk	TRHR agonist	12-LOX inh	APEX1 inh	BLM inh
> COC(=O)[C@]1(Cc2ccccc2)N[C@H](CN(C)C(=O)Nc2ccc(OC)cc2)[C@@H]2C(=O)N(Cc3ccccc3)C(=O)[C@@H]21
 : -6%	-14%	nt	nt	1%	nt	?	43%	nt
> O=[N+]([O-])c1ccc(-c2cn3ccccc3n2)cc1
 : -4%	-11%	nt	nt	-12%	nt	372%[activator]	nt	nt
> OC(COCCOc1ccc(Br)cc1)CN1CCCCC1 (centres undefined)
 : -2%	25%	2%	0%	5%	-0.6	3%	11%	4%
> Cc1nn(CC(=O)N(C)C2CCC(C)CC2)c(C)c1S(=O)(=O)N(C)C (centres undefined)
 : 2%	21%	nt	nt	5%	0.3	-17%	38%	nt
> Cc1ccc2c(c1)C(O)(CC(=O)/C=C/C=C/c1ccccc1)C(=O)N2 (centres undefined)
 : -11%	1%	14%	?	-9%	-0.6	-18%	-4%	1%
> O=C(COc1cccnc1[N+](=O)[O-])NCCc1ccc(F)cc1
 : -12%	111%[activator]	2%	-5%	-4%	-0.1	0%	7%	-2%
> CCc1ccc(OC(=O)c2ccn(CC)n2)cc1
 : -8%	-9%	28%	-19%	6%	-0.3	17%	-2%	-4%
> Cc1cccc(-n2c(SCC(=O)NC3CCCC3)nnc2-c2ccoc2C)c1
 : -13%	18%	10%	41%[activator]	-2%	-0.5	-22%	-7%	1%
> CC(C)CC(COCc1ccc(C(F)(F)F)cc1)N1CCN(C(=O)c2ccc(C(F)(F)F)cc2)CCC1=O (centres undefined)
 : -23%	13%	?	-18%	0%	1.3	-5%	?	-19%
> O=C(N/N=C/C(Cl)=C/c1ccc([N+](=O)[O-])cc1)C(=O)Nc1ccccc1C(=O)O
 : ?	18µM*	20µM*	6%	-4%	0.5	?	?	-18%
> Cc1ccc2nc(NC(=O)CCn3cccc3)sc2c1
 : 7%	22%	-6%	-8%	8%	-0.1	-3%	-4%	4%
> CC(=O)Nc1ccc(S(=O)(=O)N(C)CC(=O)OCCOc2cccc(C)c2)cc1
 : -6%	?	28%	-6%	0%	0.8	12%	2%	-4%
> O=C(CCOc1ccccc1)Nc1ccccc1F
 : 8%	-18%	35%	-11%	-7%	-0.5	nt	12%	0%
> O=C(Nc1ccccn1)C1CCN(S(=O)(=O)c2cccs2)CC1
 : -9%	14%	24%	-6%	nt	0.6	-1%	1%	2%
> COc1ccccc1C(=O)Nc1cccc(C(=O)c2ccccc2)c1
 : -12%	3%	8%	-2%	12%	-0.3	-4%	-7%	-7%
> Cc1nn(Cc2ccccc2Cl)c(C)c1C(=O)NCC(c1cccs1)N1CCOCC1 (centres undefined)
 : -14%	-19%	nt	nt	nt	-0.2	13%	-4%	nt
> COc1ccc(N2CCN(C(=O)CSc3nc4cc(OC)c(OC)cc4cc3C#N)CC2)cc1
 : ?	?	4%	-12%	-4%	-2.1	?	1%	-5%
> Cc1cc(N2CCOCC2)nc2ccc(NC(=O)CCC(=O)N3CCN(c4ccccc4)CC3)cc12
 : -17%	10%	34%	8%	-1%	0.3	-1%	5%	1%
> Cc1noc(C)c1C(=O)Nc1ccc(-c2nnc3n2CCCCC3)cc1
 : -2%	7%	nt	nt	12%[15.4 µM]	-0.7	6%	27%	nt
> Cc1[nH]c2ccccc2c1C1(O)C(=O)N(Cc2ccccc2)c2ccc(Br)cc21 (centres undefined)
 : -8%	2%	4%	-14%	4%	0.3	?	nt	-14%
> COc1ccc(N2Cc3ccccc3C2=NC(=O)c2cncc(Br)c2)cc1
 : -22%	19%	11%	-13%	-5%	0.3	-13%	3%	-8%
> CCC(=NCCc1ccccc1)C1=C(O)CCC1=O
 : 6%	22%	0%	-8%	11%	0.5	0%	12%	0%
> CCOc1ccc(NC(=O)CN(C)C(=O)CSCc2cccc(C)c2)cc1OCC
 : -6%	51%[activator]	nt	nt	4%	-1.0	?	19%	nt
> Cc1c(NC(=O)CCC(=O)N2CCOCC2)c(=O)n(-c2ccccc2)n1C
 : -2%	35%	9%	8%	2%	0.9	-19%	-5%	-2%
> Cc1ccc(C(=O)/C=C/c2cc(Br)cc(Br)c2O)o1
 : -12%	?	?	-3%	73%[activator]	13	?	40%	-18%
> CC(C)NC(=O)C(=O)NCCCN1CCOCC1
 : -7%	95%[activator]	0%	-1%	-3%	1.6	12%	-1%	-1%
> O=C(NCCCc1ccccc1)c1c(O)nc2sccn2c1=O
 : -8%	17%	nt	nt	-4%	-1.4	?	11%	nt
> CC(=O)c1ccc(S(=O)(=O)N2CCN(CC#N)CC2)cc1
 : -1%	20%	3%	-1%	-5%	0.6	2%	-1%	1%
> Cc1cc2cc(C)c3nnc(SCC(=O)N4CCCc5ccccc54)n3c2cc1C
 : nt	nt	5%	-1%	nt	-0.2	nt	14%	5%
> COc1ccc(OCCNC(=O)c2ccccc2OCC(=O)N2CCCCC2)cc1
 : -1%	10%	34%	0%	-10%	-0.1	4%	17%	-9%
> CC(=O)c1coc2ccc(OCCN3CCCCC3)cc12
 : -12%	-10%	13%	-9%	nt	1.9	12%	13%	2%
> CCCC[C@H](NC(C)=O)C(=O)N[C@H]1CC(=O)NCCCC[C@@H](C(N)=O)NC(=O)[C@H](Cc2c[nH]c3ccccc23)NC(=O)[C@H](CCCN=C(N)N)NC(=O)[C@@H](Cc2ccccc2)NC(=O)[C@H](Cc2cnc[nH]2)NC1=O
 : 13%[60.1 µM]	nt	nt	5%	nt	nt	nt	-2%	3%
> Cc1cccc(N2CCN(C(=O)c3noc4c3CCCCC4)CC2)c1C
 : -13%	5%	-6%	?	3%	0.4	-18%	nt	-2%
> O=C(Oc1ccc(/C=N/NC(=O)c2ccccn2)cc1)c1cccc(Br)c1
 : -5%	11%	0%	-8%	14%	0.3	4%	-16%	2%
> CC1C(=O)O[C@@H]2C[C@@H](C)[C@@H]3CCC(=O)[C@@]3(C)[C@@H](O)[C@H]12 (some centres undefined)
 : 10%	-11%	1%	-11%	-19%	-0.1	-1%	1%	1%
> CC1(C)CC(=O)C=C(NCc2ccccc2)C1
 : -7%[60.1 µM]	-2%	22%	-9%	nt	0.5	12%	?	0%
> CC1CCN(S(=O)(=O)c2cccc(C(=O)Nc3ccccn3)c2)CC1
 : -19%	25%	-12%	-12%	-3%	0.3	-8%	-1%	0%
> O=C(CCN1C(=O)S/C(=C/c2ccccc2)C1=O)Nc1ccc(C(=O)O)c(O)c1
 : -12%	-6%	-5%	10%	0%	-0.8	-12%	-1%	1%
> O=C(CSc1nc2ccccc2o1)Nc1ccccc1
 : 1%	23%	2%	-5%	5%	-0.8	0%&-11%	-3%	-13%
> CN(C)c1ccc(C(=O)NCC(c2cccs2)N2CCOCC2)cc1[N+](=O)[O-] (centres undefined)
 : -1%	25%	nt	nt	-4%	-0.3	2%	15%	nt
> O=S(=O)(NCc1cccnc1)c1cccc2nsnc12
 : -24%	11%	62%	-9%	1%	0.7	-13%	-1%	1%
> COc1ccc(OC)c(S(=O)(=O)Nc2ccc(O)c3ccccc23)c1
 : -19%	?	?	-3%	2%	-0.8	?	?	-17%
> Cc1ccnn1-c1ccc(C(=O)N2CCCN(S(=O)(=O)c3ccc(F)cc3)CC2)cc1
 : -2%	-28%	nt	nt	-4%	0.0	0%	23%	nt
> NS(=O)(=O)c1ccc(NC(=O)Cn2nc(C(=O)O)c3ccccc3c2=O)cc1
 : 5%	35%[activator]	15%	-10%	0%	0.8	-24%	-6%	1%
> Cc1cccnc1NC(=O)c1cccc(S(=O)(=O)N2CCN(c3ccccc3)CC2)c1
 : -18%	8%	nt	nt	1%	-0.2	-1%	17%	nt
> Cc1nn(C)c(Cl)c1C(=O)NCC(=O)NCc1ccccc1
 : 0%	177%[activator]	-5%	1%	-7%	0.2	14%	3%	2%
> O=C(N/N=C\c1cc([N+](=O)[O-])ccc1N1CCCC1)c1ccccn1
 : 2%	3%	28%	-7%	-15%	-1.6	-17%	-5%	-1%
> O=C(Nc1cccc(Cl)c1)c1cc(S(=O)(=O)N2CCC3(CC2)OCCO3)ccc1F
 : -7%[60.1 µM]	2%	0%	-14%	2%	0.8	-19%	nt	-5%
> CCC(Sc1nc(=O)cc(N)n1CCc1ccccc1)C(=O)Nc1ccccc1C#N (centres undefined)
 : -8%	-8%	1%	-23%	7%	nt	-20%	3%	-2%

Some of the compounds tested (hit frequency here may not be typical).
